# NSD2 inh: inhibitors of human NSD2 methyltransferase. O96028. hit rate 0.07% among 44,000. inhibition, % at 12.5 µM. NSD2-SET H3K36me1 DELFIA fluorescence, biochemical; in the data active = inhibition above about 54%, passing the limit was not always enough;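 also: inhibitors reduce the monomethyl H3K36 fluorescence signal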
# Target sequence (O96028 whole entry, looked up): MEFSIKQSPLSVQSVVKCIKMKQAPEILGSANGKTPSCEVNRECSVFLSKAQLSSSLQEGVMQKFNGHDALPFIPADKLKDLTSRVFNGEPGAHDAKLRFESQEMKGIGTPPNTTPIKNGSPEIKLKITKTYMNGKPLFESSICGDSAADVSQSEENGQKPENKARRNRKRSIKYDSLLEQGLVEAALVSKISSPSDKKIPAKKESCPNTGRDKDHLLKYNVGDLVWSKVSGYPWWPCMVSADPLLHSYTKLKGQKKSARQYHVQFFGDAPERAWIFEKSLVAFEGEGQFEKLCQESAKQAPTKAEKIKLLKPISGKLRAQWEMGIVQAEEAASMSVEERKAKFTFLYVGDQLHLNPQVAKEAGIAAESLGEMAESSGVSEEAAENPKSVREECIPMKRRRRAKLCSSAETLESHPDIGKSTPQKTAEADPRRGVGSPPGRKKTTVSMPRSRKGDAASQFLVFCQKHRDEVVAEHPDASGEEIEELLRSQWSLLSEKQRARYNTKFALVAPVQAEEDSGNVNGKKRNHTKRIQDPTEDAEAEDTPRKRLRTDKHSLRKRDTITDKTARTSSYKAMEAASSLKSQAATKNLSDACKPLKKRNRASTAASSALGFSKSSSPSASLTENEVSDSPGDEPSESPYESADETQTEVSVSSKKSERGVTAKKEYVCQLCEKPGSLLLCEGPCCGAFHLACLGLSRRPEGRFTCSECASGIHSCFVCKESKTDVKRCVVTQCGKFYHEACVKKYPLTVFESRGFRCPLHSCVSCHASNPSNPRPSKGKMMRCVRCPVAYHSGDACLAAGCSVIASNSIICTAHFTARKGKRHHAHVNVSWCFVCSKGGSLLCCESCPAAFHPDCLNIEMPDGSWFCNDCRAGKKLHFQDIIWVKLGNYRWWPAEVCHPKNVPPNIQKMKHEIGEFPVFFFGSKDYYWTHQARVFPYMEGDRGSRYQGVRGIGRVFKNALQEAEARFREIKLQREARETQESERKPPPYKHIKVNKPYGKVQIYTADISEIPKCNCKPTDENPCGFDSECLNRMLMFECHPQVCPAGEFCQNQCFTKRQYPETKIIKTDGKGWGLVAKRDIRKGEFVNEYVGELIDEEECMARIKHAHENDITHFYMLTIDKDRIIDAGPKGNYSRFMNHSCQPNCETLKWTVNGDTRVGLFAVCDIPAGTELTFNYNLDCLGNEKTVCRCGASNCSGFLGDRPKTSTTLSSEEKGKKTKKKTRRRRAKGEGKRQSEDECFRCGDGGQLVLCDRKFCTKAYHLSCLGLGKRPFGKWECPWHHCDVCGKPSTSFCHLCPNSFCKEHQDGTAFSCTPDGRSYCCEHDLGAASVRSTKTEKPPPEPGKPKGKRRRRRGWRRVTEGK
# * = called active by the depositor; i = inactive. Only part of the results is shown, so the mix of outcomes need not match the whole.
NSD2 inh	Compound
6	CN1CC[C@]23c4ccccc4N[C@H]1[C@]21CCN(C)[C@H]3Nc2ccccc21
2	C[C@H](CO)N1C[C@H](C)[C@@H](CN(C)S(C)(=O)=O)Oc2ccc(NC(=O)CCC(F)(F)F)cc2CC1=O
3	COc1ccccc1CN1C(=O)c2ccccc2[C@](Cc2ccccc2I)(C(=O)NCCN2CCOCC2)[C@@H]1c1ccc(CO)cc1
0	COCC#Cc1cnc2c(c1)C(=O)N([C@@H](C)CO)C[C@@H](C)[C@H](CN(C)C)O2
2	CCCNC(=O)N(C)C[C@@H]1Oc2ncc(Br)cc2C(=O)N([C@H](C)CO)C[C@@H]1C
2	Cc1noc(C)c1NC(=O)N(C)C[C@@H]1Oc2c(NC(=O)c3cnccn3)cccc2C(=O)N([C@H](C)CO)C[C@@H]1C
-1	C[C@H]1CN([C@@H](C)CO)C(=O)c2cc(C#CCN(C)C)cnc2O[C@@H]1CN(C)C(=O)c1cccc(F)c1
-5	Cc1ccc(S(=O)(=O)N(C)C[C@@H]2Oc3ccc(NC(=O)Nc4ccc(F)cc4)cc3C(=O)N([C@H](C)CO)C[C@@H]2C)cc1
-6	CC(C)NC(=O)Nc1ccc2c(c1)C(=O)N([C@@H](C)CO)C[C@@H](C)[C@H](CN(C)C(=O)c1ccncc1)OCCCC[C@@H](C)O2
-3	C[C@@H]1CN([C@@H](C)CO)C(=O)Cc2cc(NS(=O)(=O)c3ccccc3)ccc2O[C@@H]1CN(C)Cc1ccc(C(F)(F)F)cc1
7	CC(C)(C)OC(=O)N1CCC[C@H]1/C=N/NC(=O)CCCCCC(=O)O
2	Cc1noc(C)c1NC(=O)N(C)C[C@H]1OCCCC[C@@H](C)Oc2ccc(N(C)C)cc2C(=O)N([C@@H](C)CO)C[C@@H]1C
5	Cc1noc(C)c1S(=O)(=O)N(C)C[C@H]1Oc2ccc(NC(=O)c3ccncc3)cc2CC(=O)N([C@H](C)CO)C[C@H]1C
1	CS(=O)(=O)Nc1ccc2c(c1)[C@@H]1C[C@@H](CC(=O)NCCc3ccccc3)O[C@@H](CO)[C@@H]1O2
-1	C[C@H]1CN([C@@H](C)CO)C(=O)Cc2cc(NC(=O)CCN3CCOCC3)ccc2O[C@@H]1CN(C)Cc1ccc(C(F)(F)F)cc1
2	Cc1noc(C)c1S(=O)(=O)Nc1ccc2c(c1)C(=O)N([C@H](C)CO)C[C@H](C)[C@H](CN(C)C(=O)Nc1cccc3ccccc13)OCCCC[C@H](C)O2
4	C[C@@H]1CN([C@H](C)CO)C(=O)c2cc(NS(=O)(=O)c3ccccc3)ccc2O[C@H]1CN(C)S(=O)(=O)c1ccc(F)cc1
5	CC(C)NC(=O)Nc1ccc2c(c1)C(=O)N([C@H](C)CO)C[C@@H](C)[C@@H](CN(C)C(=O)Nc1cccc3ccccc13)O2
-1	CNC[C@@H]1OCCCC[C@@H](C)Oc2ccc(NS(=O)(=O)c3cn(C)cn3)cc2C(=O)N([C@@H](C)CO)C[C@@H]1C
2	C[C@H](CO)N1C[C@H](C)[C@H](CN(C)Cc2ccc(Oc3ccccc3)cc2)Oc2c(NC(=O)c3cnccn3)cccc2C1=O
1	C[C@H](CO)N1C[C@H](C)[C@@H](CN(C)C)Oc2ccc(NC(=O)Nc3ccc(F)cc3)cc2CC1=O
6	C[C@H](CO)N1C[C@H](C)[C@@H](CN(C)S(=O)(=O)c2cccs2)OCCCC[C@H](C)Oc2ccc(NC(=O)CCCN(C)C)cc2C1=O
-134	C[C@H]1CN([C@@H](C)CO)C(=O)c2cccc(NC(=O)Nc3ccc(C(F)(F)F)cc3)c2O[C@@H]1CN(C)C(=O)Nc1ccc(C(F)(F)F)cc1
-1	C[C@H]1CN([C@@H](C)CO)C(=O)Cc2cc(NS(=O)(=O)c3ccccc3)ccc2O[C@H]1CN(C)C(=O)Nc1ccc(F)cc1
-10	C=C(C)C1CCC2(C(=O)O)CCC3(C)C(CCC4C5(C)C(C=O)C(O)C(C)(C)C5CCC43C)C12 (stereo not drawn)
2	CCOC(=O)c1nnc2c(Br)c(C)nn2c1C
-1	Cc1noc(C)c1NC(=O)N(C)C[C@@H]1Oc2ccc(NS(C)(=O)=O)cc2C(=O)N([C@H](C)CO)C[C@@H]1C
-1	O=C(C[C@H]1C[C@H]2c3cc(NC(=O)c4cccnc4)ccc3O[C@H]2[C@H](CO)O1)NCc1ccccc1
5	COc1ccc(S(=O)(=O)N(C)C[C@H]2Oc3c(NC(=O)C4CCOCC4)cccc3C(=O)N([C@@H](C)CO)C[C@@H]2C)cc1
5	C[C@H]1CN([C@@H](C)CO)C(=O)c2cccc(N(C)C)c2O[C@@H]1CN(C)C(=O)Nc1ccc2c(c1)OCO2

# Arranged by SMILES length (rising): 11 of the compounds above.
NSD2 inh	Compound
6	CN1CC[C@]23c4ccccc4N[C@H]1[C@]21CCN(C)[C@H]3Nc2ccccc21
2	CCCNC(=O)N(C)C[C@@H]1Oc2ncc(Br)cc2C(=O)N([C@H](C)CO)C[C@@H]1C
1	C[C@H](CO)N1C[C@H](C)[C@@H](CN(C)C)Oc2ccc(NC(=O)Nc3ccc(F)cc3)cc2CC1=O
1	CS(=O)(=O)Nc1ccc2c(c1)[C@@H]1C[C@@H](CC(=O)NCCc3ccccc3)O[C@@H](CO)[C@@H]1O2
-1	Cc1noc(C)c1NC(=O)N(C)C[C@@H]1Oc2ccc(NS(C)(=O)=O)cc2C(=O)N([C@H](C)CO)C[C@@H]1C
2	Cc1noc(C)c1NC(=O)N(C)C[C@@H]1Oc2c(NC(=O)c3cnccn3)cccc2C(=O)N([C@H](C)CO)C[C@@H]1C
5	Cc1noc(C)c1S(=O)(=O)N(C)C[C@H]1Oc2ccc(NC(=O)c3ccncc3)cc2CC(=O)N([C@H](C)CO)C[C@H]1C
5	COc1ccc(S(=O)(=O)N(C)C[C@H]2Oc3c(NC(=O)C4CCOCC4)cccc3C(=O)N([C@@H](C)CO)C[C@@H]2C)cc1
5	CC(C)NC(=O)Nc1ccc2c(c1)C(=O)N([C@H](C)CO)C[C@@H](C)[C@@H](CN(C)C(=O)Nc1cccc3ccccc13)O2
4	C[C@@H]1CN([C@H](C)CO)C(=O)c2cc(NS(=O)(=O)c3ccccc3)ccc2O[C@H]1CN(C)S(=O)(=O)c1ccc(F)cc1
-134	C[C@H]1CN([C@@H](C)CO)C(=O)c2cccc(NC(=O)Nc3ccc(C(F)(F)F)cc3)c2O[C@@H]1CN(C)C(=O)Nc1ccc(C(F)(F)F)cc1

# Other results.
NSD2 inh	Compound
6	CC1=C(C/C=N/NC(=O)c2ccccn2)C(C)(C)CCC1
3	CCCC(O)C#Cc1cnc2c(c1)C(=O)N([C@H](C)CO)C[C@H](C)[C@H](CN(C)C(=O)Nc1ccc3c(c1)OCO3)O2 (stereo partly drawn)
-4	CC(C)NC(=O)N(C)C[C@H]1OCCCC[C@H](C)Oc2ccc(NS(=O)(=O)c3ccccc3)cc2C(=O)N([C@@H](C)CO)C[C@@H]1C
6	C[C@H](CO)N1C[C@H](C)[C@@H](CN(C)C(=O)Nc2ccc3c(c2)OCO3)Oc2ccc(NC(=O)CCN3CCOCC3)cc2CC1=O
0	CC(C)NC(=O)N(C)C[C@H]1Oc2ccc(NC(=O)NC3CCCCC3)cc2CC(=O)N([C@@H](C)CO)C[C@H]1C
12	COc1ccc(S(=O)(=O)Nc2cccc3c2O[C@H](CN(C)Cc2ccc(Cl)c(Cl)c2)[C@@H](C)CN([C@H](C)CO)C3=O)cc1
0	C[C@@H]1CN([C@@H](C)CO)C(=O)c2cccc(NC(=O)Nc3ccccc3)c2O[C@H]1CN(C)S(=O)(=O)c1cccs1
-2	Cc1ccc(S(=O)(=O)N(C)C[C@@H]2OCCCC[C@@H](C)Oc3ccc(NC(=O)Nc4ccc(C(F)(F)F)cc4)cc3C(=O)N([C@@H](C)CO)C[C@H]2C)cc1
-1	C[C@H]1CN([C@@H](C)CO)S(=O)(=O)c2ccc(Br)cc2O[C@@H]1CN(C)Cc1ccccc1
3	C[C@@H]1CN([C@H](C)CO)C(=O)c2cc(-c3cccnc3)cnc2O[C@@H]1CN(C)C(=O)Nc1ccccc1
-2	Cc1noc(C)c1NC(=O)N(C)C[C@@H]1Oc2ccc(NC(=O)Nc3cccc4ccccc34)cc2C(=O)N([C@H](C)CO)C[C@@H]1C
0	C[C@@H]1CN([C@H](C)CO)C(=O)c2cc(C3=CCCCC3)cnc2O[C@@H]1CN(C)C(=O)c1ccncc1
6	CNC[C@@H]1Oc2c(NS(=O)(=O)c3ccc(Cl)cc3)cccc2C(=O)N([C@H](C)CO)C[C@H]1C
-3	CCCC#Cc1cnc2c(c1)C(=O)N([C@@H](C)CO)C[C@@H](C)[C@@H](CN(C)C(=O)Nc1ccccc1F)O2
4	C[C@H]1CCCCO[C@@H](CN(C)C(=O)CCC(F)(F)F)[C@@H](C)CN([C@@H](C)CO)C(=O)c2cc(NC(=O)c3ccccc3)ccc2O1
8	Cc1cccc(CN(C)C[C@@H]2Oc3ncc(-c4cccc(F)c4)cc3C(=O)N([C@H](C)CO)C[C@@H]2C)c1
3	Cc1noc(C)c1S(=O)(=O)Nc1ccc2c(c1)C(=O)N([C@@H](C)CO)C[C@@H](C)[C@H](CN(C)Cc1ccncc1)OCCCC[C@H](C)O2
1	C[C@H]1CN([C@@H](C)CO)C(=O)c2cccc(NC(=O)c3ccc(-c4nccs4)cc3)c2O[C@@H]1CN(C)Cc1ccc(C(F)(F)F)cc1
-4	Oc1ccc(-c2nc(-c3ccc(F)cc3)c(-c3ccncc3)[nH]2)cc1
-3	Cc1cc(C(=O)Nc2cccc3c2O[C@H](CN(C)Cc2ccncc2)[C@@H](C)CN([C@H](C)CO)C3=O)n(C)n1
-4	CCCNC(=O)N(C)C[C@H]1Oc2cc(Br)ccc2S(=O)(=O)N([C@@H](C)CO)C[C@@H]1C
2	Cc1ccc(/C=N/NC(=O)c2ccccn2)o1
-2	Cc1noc(C)c1S(=O)(=O)N(C)C[C@@H]1OCCCC[C@H](C)Oc2ccc(NC(=O)NC3CCCCC3)cc2C(=O)N([C@@H](C)CO)C[C@H]1C
-3	C[C@@H]1CN([C@H](C)CO)C(=O)Cc2cc(NC(=O)CCCCCC(=O)Nc3ccccc3N)ccc2O[C@@H]1CN(C)S(=O)(=O)c1cccs1
5	O=C(NCCN1CCOCC1)[C@@]1(Cc2ccccc2)COC(c2ccc(OCCCO)cc2)=N1
9	CCCN(C)C[C@H]1OCCCC[C@H](C)Oc2ccc(NS(=O)(=O)c3ccc(C)cc3)cc2C(=O)N([C@H](C)CO)C[C@H]1C
-1	COc1ccc(NC(=O)Nc2cccc3c2O[C@@H](CN(C)C(=O)Nc2ccc(C(F)(F)F)cc2)[C@H](C)CN([C@@H](C)CO)C3=O)cc1
-5	C[C@H]1CN([C@@H](C)CO)C(=O)Cc2cc(NC(=O)NC3CCCCC3)ccc2O[C@H]1CN(C)C(=O)NC1CCCCC1
-6	CCC1NC(=O)c2cc(S(N)(=O)=O)c(Cl)cc2N1 (stereo not drawn)
0	C[C@@H](O)C#Cc1cnc2c(c1)C(=O)N([C@@H](C)CO)C[C@H](C)[C@H](CN(C)C(=O)CC1CC1)O2
-1	C/C=C/c1ccc2c(c1)O[C@H](CN(C)C(=O)c1ccc(F)cc1)[C@H](C)CN([C@@H](C)CO)S2(=O)=O
1	COc1cccc(S(=O)(=O)N(C)C[C@@H]2Oc3cc(C4=CCCC4)ccc3S(=O)(=O)N([C@@H](C)CO)C[C@@H]2C)c1
-3	Cc1noc(C)c1S(=O)(=O)Nc1ccc2c(c1)C(=O)N([C@H](C)CO)C[C@@H](C)[C@H](CN(C)C(=O)Nc1ccccc1)O2
-2	C[C@H]1CN([C@@H](C)CO)C(=O)c2cc(NC(=O)Nc3ccc(F)cc3)ccc2O[C@@H]1CN(C)C(=O)NC1CCCCC1
1	C[C@H]1CN([C@@H](C)CO)C(=O)c2cccc(NC(=O)Nc3cccc4ccccc34)c2O[C@@H]1CN(C)S(=O)(=O)c1ccc(Cl)cc1
5	Cc1ccccc1-c1cnc2c(c1)C(=O)N([C@H](C)CO)C[C@H](C)[C@@H](CN(C)Cc1cncnc1)O2
1	C[C@H]1CN([C@@H](C)CO)C(=O)c2cc(NS(C)(=O)=O)ccc2O[C@H]1CN(C)CC1CC1
-2	COCC#Cc1ccc2c(c1)O[C@@H](CN(C)C(=O)C1CCC1)[C@@H](C)CN([C@H](C)CO)S2(=O)=O
3	C[C@H]1CN([C@@H](C)CO)C(=O)Cc2cc(NC(=O)C3CCCCC3)ccc2O[C@H]1CN(C)C(=O)Nc1ccccc1
-4	C/C=C/c1cnc2c(c1)C(=O)N([C@H](C)CO)C[C@H](C)[C@H](CN(C)C(=O)Cc1ccccn1)O2
0	COCC#Cc1cnc2c(c1)C(=O)N([C@H](C)CO)C[C@@H](C)[C@H](CN(C)C(=O)c1cccnc1)O2
4	C[C@H](CO)N1C[C@H](C)[C@@H](CN(C)S(=O)(=O)c2cn(C)cn2)Oc2c(cccc2N(C)C)C1=O
-2	C[C@H]1CN([C@@H](C)CO)S(=O)(=O)c2ccc(C#CC3(O)CCCC3)cc2O[C@@H]1CN(C)C(=O)Nc1ccc(F)cc1
21	COc1ccc(C#Cc2cnc3c(c2)C(=O)N([C@H](C)CO)C[C@H](C)[C@H](CN(C)C)O3)cc1
-3	COc1cccc(S(=O)(=O)Nc2ccc3c(c2)[C@H]2C[C@@H](CC(=O)NCc4ccc(Cl)cc4)O[C@H](CO)[C@H]2O3)c1
2	C[C@@H]1CN([C@H](C)CO)C(=O)CCCn2cc(nn2)CO[C@H]1CN(C)C(=O)Oc1ccccc1
3	Cc1noc(C)c1S(=O)(=O)Nc1cccc2c1O[C@@H](CN(C)Cc1ccc(C(=O)O)cc1)[C@@H](C)CN([C@H](C)CO)C2=O
i	Cc1noc(C)c1NC(=O)Nc1ccc2c(c1)CC(=O)N([C@H](C)CO)C[C@@H](C)[C@H](CN(C)Cc1ccc(Oc3ccccc3)cc1)O2
2	C[C@H]1CN([C@@H](C)CO)C(=O)Cc2cc(NC(=O)C3CC3)ccc2O[C@@H]1CN(C)C(=O)Nc1cccc2ccccc12
-2	C[C@H]1CN([C@@H](C)CO)S(=O)(=O)c2ccc(C3=CCCC3)cc2O[C@H]1CN(C)S(=O)(=O)c1cn(C)cn1
-1	C[C@H](C(=O)N(C)C[C@@H]1OCc2ccccc2-c2ccccc2C(=O)N([C@H](C)CO)C[C@@H]1C)c1ccccc1

# Compound activity from PubChem.
